From PubChem
S3 lipid droplet – qHTS Assay for Lipid Storage Modulators in Drosophila S3 Cells; Drosophila S3 cells, BODIPY lipid droplet fluorescence, 18-24 h; cells fed with added oleic acid; Potency in µM for hits, for the others lipid storage change, negative = inhibition, % at the top dose, mostly 46.1 µM; actives 0.64% (n = 320,000); active means well fitted inhibition curve with a large enough effect in the signal ratio, with a control signal flat, not every such curve was filed as active; inconclusive means small, poorly fitted or top-dose-only effect, or effect the other way, or a change in a side signal; the % refers to the signal ratio
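Laser-scanning cytometry quantifies lipid droplet accumulation (500–530 nm total intensity; droplet/cell object ratio) in oleic acid-fed (400 uM added) Drosophila S3 cells treated with a concentration series. 20 uM Triacsin C defined 100% inhibition.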
S3 lipid droplet cell count max – recorded beside S3 lipid droplet, whose call it bears; cell number change, %; measured here: cell count max response;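 cells counted by Cell Tracker Red CMTPX staining in the red channel; peak over a dose series mostly up to 46.1 µM; percent activity relative to internal control wells on each plate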
An asterisk follows results filed as active; i = inactive; ? = inconclusive; . = no result given; [ ] = another dose, or the depositor's remark. On the % scale 0 is the no-effect control and ±100 the full control effect; potency means the concentration at half of the fitted maximal effect.

S3 lipid droplet,S3 lipid droplet cell count max,Compound
?,.,O=C(c1ccc(Cl)nc1)N1CCC(Cc2ccccc2)CC1
12%,10,CC(C)c1ccc(NC(=S)Nc2ccc3[nH]c(=O)[nH]c3c2)cc1
?,.,CCOC(=O)c1cccc(NC(=O)c2ccc(NC(=O)c3ccco3)cc2)c1
6%,-22,CCc1nnc(NC(=O)c2nc3nccc(C)n3n2)s1
-4%,7,Cn1c(O)c(C=Nc2ccc(N3CCOCC3)cc2)c(=O)n(C)c1=S
?,.,COc1ccc(CCNC(=O)c2ccc3ccccc3n2)cc1OC
i,27,CC1(C)CC(=O)C=C(NNC(=O)OC(C)(C)C)C1
?,.,CCCCC(=O)NC(=S)Nc1cc(C(=O)O)ccc1OC
6%,-27,C=CCCC(=O)Nc1nc(C)c(-c2csc(Nc3cccc(OC)c3)n2)s1
?,.,Cc1ccc(-n2ncc3c(SCc4ccccn4)ncnc32)c(C)c1
i,6,O=C(CN(Cc1ccccc1Cl)S(=O)(=O)c1ccc(Cl)cc1)N/N=C/c1ccc(C(=O)O)cc1
?,.,COC(=O)C1CCN(C(=O)C2CCC(=O)N(CCCc3ccccc3)C2)CC1 (centres undefined)
9%,10,CC1CCCCC1NC(=O)COC(=O)/C=C/c1ccco1 (centres undefined)
6%,-2,CCOP(=O)(OCC)C(Nc1ccccc1)c1ccc2c(c1)OCO2 (centres undefined)
13%,13,N#CC(C(=O)NC1CCCCC1)c1nc2ccccc2nc1N1CCN(c2ccccc2F)CC1 (centres undefined)
-7%,-8,COc1ccc(-c2nc3n(c2C)CCC3)cc1
16%,17,O=C(NNC(=O)C1CC1c1ccccc1)Nc1cccc(Cl)c1 (centres undefined)
?,.,O=C1Nc2ccccc2C(O)(C(=O)NC2CC2)N1c1ccc(Cl)c(Cl)c1 (centres undefined)
-9%,1,CCCCc1nnc(NC(=O)CCN2C(=O)C3CC=CCC3C2=O)s1 (centres undefined)
?,.,CC1=C(C(=O)c2ccccc2)C(c2cccc([N+](=O)[O-])c2)NC(=S)N1 (centres undefined)
5%,5,CC(C)(C)c1ccc(N2C(=O)CSC2c2cccnc2)cc1 (centres undefined)
i,.,COc1ccc(N2CCN(C(=O)c3cc(-c4cc(OC)ccc4OC)nc4ccccc34)CC2)cc1
?,.,COc1cc(OC)cc(C(=O)N[C@H](C(=O)OCC(=O)c2ccc3c(c2)NC(=O)CO3)C(C)C)c1
?,.,O=C(COc1ccccc1)Nc1ccccc1NS(=O)(=O)c1cccs1
?,.,CC(C)C(C(=O)NCc1ccccc1)N(CC1CCCO1)C(=O)CNS(=O)(=O)c1ccccc1 (centres undefined)
?,.,CC(NC(=O)C1(c2cccs2)CCOCC1)c1ccccc1 (centres undefined)
?,.,Cc1nc2cc(-c3sccc3-n3cccc3)nn2c(C)c1C
?,.,COc1ccc(CNC(=O)COC(=O)/C=C/c2cccc(Br)c2)cc1
0%,17,COc1ccc(-n2nc([N+](=O)[O-])c(=NCc3cccnc3)n2O)cc1
12%,11,O=C(COc1ccc2ccccc2c1)NNC(=O)Nc1ccc(F)cc1F

One compound at a time, from the list above. Order of screens: S3 lipid droplet, S3 lipid droplet cell count max
O=C(COc1ccc2ccccc2c1)NNC(=O)Nc1ccc(F)cc1F is entered as 12%, 11
COc1cc(OC)cc(C(=O)N[C@H](C(=O)OCC(=O)c2ccc3c(c2)NC(=O)CO3)C(C)C)c1 is entered as ?, .
CC(NC(=O)C1(c2cccs2)CCOCC1)c1ccccc1 (centres undefined) is entered as ?, .
CC(C)(C)c1ccc(N2C(=O)CSC2c2cccnc2)cc1 (centres undefined) is entered as 5%, 5
Cc1nc2cc(-c3sccc3-n3cccc3)nn2c(C)c1C is entered as ?, .

Among those listed so far, these contain a halogen:
S3 lipid droplet,S3 lipid droplet cell count max,Compound
?,.,O=C(c1ccc(Cl)nc1)N1CCC(Cc2ccccc2)CC1
i,6,O=C(CN(Cc1ccccc1Cl)S(=O)(=O)c1ccc(Cl)cc1)N/N=C/c1ccc(C(=O)O)cc1
13%,13,N#CC(C(=O)NC1CCCCC1)c1nc2ccccc2nc1N1CCN(c2ccccc2F)CC1 (centres undefined)
16%,17,O=C(NNC(=O)C1CC1c1ccccc1)Nc1cccc(Cl)c1 (centres undefined)
?,.,O=C1Nc2ccccc2C(O)(C(=O)NC2CC2)N1c1ccc(Cl)c(Cl)c1 (centres undefined)
?,.,COc1ccc(CNC(=O)COC(=O)/C=C/c2cccc(Br)c2)cc1
12%,11,O=C(COc1ccc2ccccc2c1)NNC(=O)Nc1ccc(F)cc1F

Continuation:
S3 lipid droplet,S3 lipid droplet cell count max,Compound
?,.,O=C(NC(=S)Nn1cnc2c(cnn2-c2ccccc2)c1=O)c1ccc(Oc2ccccc2)cc1
18%,7,CCCCC(=O)N(CCOC)c1nnc(-c2cccnc2)s1
6%,5,CCn1c(CN2CCOCC2)nnc1SCC(=O)Nc1ccccc1C
?,.,C=CCOc1c2ccc(C(=O)NCc3ccccc3OC)cc2nn1C
-4%,3,CCOc1ccc(-n2c(=O)c3ccccc3c3ccccc3c2=O)cc1
?,.,Cc1c(C(=O)Nc2nnc(C3CC3)s2)oc2c(Cl)cccc12
?,.,Cc1ccc(NC(=O)c2cccc3c2-c2ccccc2C3=O)cc1C
i,.,CCOc1ccc(C(=O)N2CCCN(C(=O)c3ccc(OCC)cc3)CC2)cc1
?,.,CCn1cc(SCC(=O)NCc2ccc3c(c2)OCO3)c2ccccc21
?,.,Cc1cc(NS(=O)(=O)c2ccc(NC(=O)c3cc4ccccc4o3)cc2)nc(C)n1
?,.,Cc1cc(N/N=C2/CCCc3ccccc32)nc2ccccc12
6%,.,CN1CCN(C(=O)c2ccc(N(C)S(=O)(=O)c3cccs3)cc2)CC1
?,.,CC1CCCN(CCCNC(=O)c2nn(C)c3c2CSc2ccccc2-3)C1 (centres undefined)
i[0.0737 µM],21,CN(CC(=O)Nc1ccc(N2CCOCC2)cc1)C(=O)CCNC(=O)c1ccccc1Cl
-6%,-9,Cc1nc(Cl)cc(N/N=C/c2ccc(O)cc2)n1
?,.,O=C(NCCN1C(=O)S/C(=C\c2ccc(OC(F)F)cc2)C1=O)C1=COCCO1
1%,-10,O=C(CSc1nnnn1C1CCCCC1)Nc1ccccc1N1CCOCC1
i,.,Cc1ccc(CNC(=O)CN(C)S(=O)(=O)c2cccc3nsnc23)cc1
-16%,.,Cc1c(N=C2C=C(Br)C(=O)C(Br)=C2)c(=O)n(-c2ccccc2)n1C
-3%,7,Cc1ccc(S(=O)(=O)NNC(=S)NCCc2ccccc2)cc1
4%,-3,O=C(C1CCCC1)N1CCN=C1SCc1cccc([N+](=O)[O-])c1
?,.,CCOc1cc(/C=C2\C(=O)N(c3cccc(C(F)(F)F)c3)C(=O)c3ccccc32)ccc1O
?,.,Cc1csc(NC(=O)COCC(=O)O)c1-c1nc2ccccc2s1
?,.,CN1C(=O)/C(=C/c2cn(CC(=O)NCc3ccco3)c3ccccc23)NC1=S
?,.,Cc1ccc(-c2nn(-c3ccc(F)cc3)cc2C(=O)N2CCN(C3CCS(=O)(=O)C3)CC2)cc1 (centres undefined)
?,.,Cc1[nH]c(=O)c(C#N)cc1-c1ccncc1
-8%,6,CC(=O)n1cc(Nc2ccccc2C(=O)O)c2ccccc21
i,.,O=C(N/N=C/c1cccs1)c1ccccn1
?,.,COc1ccc(NC(=S)N(Cc2ccc(C(=O)O)cc2)Cc2ccc(OC)c(OC)c2)cc1
3%,7,CC(=O)N1CCc2c(sc(NC(=O)Cc3ccc(F)cc3)c2C#N)C1
i,.,CCOC(=O)C1=C(COC(=O)/C=C/c2ccc(SC)cc2)NC(=O)NC1C (centres undefined)
?,.,COc1ccc(Cc2nnc(SCC(=O)N(C)CC(=O)Nc3ccc(C)cc3)o2)cc1
?,.,COc1ccc(Nc2nc(-c3ccccc3)nc3ccccc23)c(OC)c1
?,.,O=C1CC(c2ccc(O)cc2)Oc2ccccc21 (centres undefined)
?,.,CCOC(=O)C1CCN(C(=O)CCN2C(=O)C3C4C=CC(C4)C3C2=O)CC1 (centres undefined)
?,.,O=C(NCCC1CCCCN1S(=O)(=O)c1ccc(F)cc1)C(=O)NC1CCCC1 (centres undefined)
i,-23,CCS(=O)(=O)NCCc1ccc(OC)c(OC)c1
14%,6,COc1ccccc1N1CC(C(=O)OC(C)C(=O)N2CCCc3ccccc32)CC1=O (centres undefined)
-39%,-4,CCOC(=O)c1c(NC(=O)COC(=O)CCOc2ccc(OCC)cc2)sc(C(=O)N(C)C)c1C
-9%[9.22 µM],3,COc1ccccc1-c1nnc(NC(=O)CSc2nncn2C)s1
?,.,CC1Cc2ccccc2N1S(=O)(=O)c1cnc(Cl)c(Br)c1 (centres undefined)
-1%,-10,NS(=O)(=O)c1ccc(NC(=O)COC(=O)c2ccc(Cl)cc2[N+](=O)[O-])cc1
?,.,O=C(CCNS(=O)(=O)c1c(Cl)cccc1Cl)OCC(=O)c1ccccc1F
i,-7,Cc1oc(-c2ccccc2)[n+]([O-])c1C
0%,15,CC(C)(C)C1CCC(=NNC(=O)C(=O)NCc2cccnc2)CC1 (centres undefined)
1%,2,CSc1nc(=S)n(Cc2ccccc2)c(C)c1C(C)=O
i,.,CCS(=O)(=O)N1CCC(C(=O)NCc2ccccn2)CC1
10%,-7,C/C=C/C(=O)OCC(=O)Nc1ccc(F)cc1Cl
?,.,O=C(Cc1ncc(C(F)(F)F)cc1Cl)NCCc1ccccc1
-1%,-8,CC1CC(=S)Nc2ccccc2S1 (centres undefined)

New compounds follow
S3 lipid droplet,S3 lipid droplet cell count max,Compound
?,.,O=C(O)CC1=C(Nc2ccccc2)C(=O)N(c2ccccc2)C1c1ccc(Br)cc1 (centres undefined)
?,.,CC(C)c1ccc(C(=O)NC(=S)NCc2cccnc2)cc1
13%,.,COC(=O)c1cccc(C23CC4(C2)[C@H](CN(Cc2ccc(-c5ccccc5)cc2)[C@@H]4c2ccccc2)C3c2ccc(Cl)nc2)c1 (some centres undefined)
?,.,CC(C)=CCN1CCN(Cc2cccnc2)CC1CCO (centres undefined)
23%,.,Cc1cc(C)c2c(c1)-c1cc(C)nn1C(c1ccc3c(c1)OCO3)N2 (centres undefined)
?,.,O=C(CSc1ccc2nnc(-c3ccncc3)n2n1)Nc1ccc2c(c1)OCO2
?,.,Cc1ccc(S(=O)(=O)NC(CC(=O)N2CCc3ccccc32)c2ccco2)cc1 (centres undefined)
14%,-6,O=[N+]([O-])c1ccc(Cc2ccccn2)cc1
?,.,Oc1ccc(N2Cc3ccccc3C2)cc1
4%,-11,Cc1nc2cc(-c3ccccc3)sc2c(=O)n1N
?,.,CCOc1ccc(NS(=O)(=O)c2ccc3[nH]c(=O)[nH]c3c2)cc1
?,.,O=C1NCCN1Cc1ccc(F)cc1
?,.,COc1ccc(N(CC(=O)NCCc2ccccc2)C(=O)c2csnn2)cc1OC
?,.,C/C=C(/C)C(=O)Nc1cccc(C2=NOC3(C2)C[C@@H](C(N)=O)N(C(=O)CC(c2ccccc2)c2ccccc2)C3)c1 (some centres undefined)
?,.,CCCC(=O)Nc1ccc(NC(=O)c2ccccn2)cn1
?,.,CN(C)S(=O)(=O)N1CCC(Oc2cccc(C(=O)NCCCC3CCCC3)c2)CC1
?,.,Cc1ccc(NC(=O)Nc2ccc3c(c2)OCO3)nc1
4%,0,O=C1C=C(Nc2ccccc2C(=O)O)c2ccccc2C1=O
?,.,O=C(COC(=O)C1CC1)NCc1ccccc1Cl
?,.,CCOc1ccc(N2CC(C(=O)Nc3cc(Cl)ccc3-n3cncn3)CC2=O)cc1 (centres undefined)
?,.,CCN1CCN(C(=O)C2CC(=O)N(c3ccc(Cl)cc3)C2)CC1 (centres undefined)
25%,-14,CCOc1ccc(CN(CCO)CCO)cc1[N+](=O)[O-]
?,.,N#C/C(=C/c1ccc(O)cc1)C(=O)NCc1ccc(Cl)cc1
14%,-7,COc1ccc(-c2noc(CN3CCCCC3)n2)cc1OC
?,.,CN(CCCCCCCCCCN(C)C(=O)Oc1cccc([N+](C)(C)C)c1)C(=O)Oc1cccc([N+](C)(C)C)c1
-8%,-8,O=C(C(=O)N1CCCc2ccccc21)c1c[nH]c2ccccc12
-2%,-10,CC(CCc1ccccc1)NC(=O)C1CCN(S(=O)(=O)N2CCOCC2)CC1 (centres undefined)
?,.,COC1CCCCC1Nc1cccc(SC)c1 (centres undefined)
?,.,COc1ccc(C2C(C#N)=C(N)Oc3c2sc2nc(C)cc(C)c32)cc1 (centres undefined)
-3%,-7,CN(C)CCCN(Cc1ccccc1)C(=S)Nc1ccc(OC(F)F)cc1
?,.,CC(C)NC(=O)C(=O)Nc1ccc2c(c1)N(S(=O)(=O)c1cccs1)CCC2
0%,-1,CN1CC(=O)Nc2ccccc2C1=O
?,.,COc1ccc(OC)c(C(C)NC(=O)C23CC4CC(CC(C4)C2)C3)c1 (centres undefined)
?,.,CC(=O)Nc1ccc(/C=N\NC(=O)CNS(=O)(=O)c2ccc([N+](=O)[O-])cc2)cc1
19%,.,Cc1[nH]ccc(=O)c1OCc1ccccc1
-17%,-13,O=C(O)CC1(CC(=O)N2CCC(C(=O)O)CC2)CCCC1
18%,1,O=C(c1cccs1)N1CCC(c2nc3c(nnn3Cc3ccccc3)c(=O)[nH]2)CC1

Only part of the results is shown. The share of hits here may be higher or lower than overall.
